FXIa inh = human FXIa protease inhibitors, primary screen, biochemical, single compound per well | Coagulation factor XI (Homo sapiens), P03951 | purified human FXIa, fluorogenic AMC substrate cleavage | inhibition, % at 10 µM | 33,000 tested, 0.3% active | AID 687, 2007;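 active = inhibition above 40% in the primary screen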;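 note: 0% = enzyme without compound and 100% = blank wells lacking enzyme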
FXIIa inh = human FXIIa protease inhibitors, primary screen, biochemical, single well; Coagulation factor XII (Homo sapiens), P00748; purified human FXIIa, AMC substrate fluorescence, 2 h; inhibition, % at 10 µM; 33,000 tested, 0.2% active; AID 701, 2007; in the data active = inhibition above about 30%;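 note: 0% = enzyme with vehicle only and 100% = no enzyme blank; many of its hits are not listed in these tables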
Target sequence (P00748 20-372 limits assumed): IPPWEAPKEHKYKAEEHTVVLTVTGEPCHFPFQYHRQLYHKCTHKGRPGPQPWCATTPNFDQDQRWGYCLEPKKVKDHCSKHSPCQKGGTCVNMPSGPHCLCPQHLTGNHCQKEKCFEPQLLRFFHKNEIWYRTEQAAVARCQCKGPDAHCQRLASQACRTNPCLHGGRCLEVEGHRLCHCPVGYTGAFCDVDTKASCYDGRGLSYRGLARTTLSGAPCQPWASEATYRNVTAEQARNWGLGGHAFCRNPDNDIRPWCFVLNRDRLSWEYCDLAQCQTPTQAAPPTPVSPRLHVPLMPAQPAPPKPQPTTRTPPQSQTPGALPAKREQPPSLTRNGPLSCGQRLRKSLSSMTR
Target sequence (P00748 373-615 limits assumed): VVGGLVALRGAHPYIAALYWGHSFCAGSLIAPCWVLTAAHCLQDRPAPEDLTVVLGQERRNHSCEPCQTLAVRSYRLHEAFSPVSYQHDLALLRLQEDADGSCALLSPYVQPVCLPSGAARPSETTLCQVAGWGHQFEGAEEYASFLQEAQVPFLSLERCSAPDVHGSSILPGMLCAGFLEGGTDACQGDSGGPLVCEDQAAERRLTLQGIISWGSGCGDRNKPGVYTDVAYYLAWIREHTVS
* = called active by the depositor. The list is partial (hit frequency here may not be typical).

Structure,FXIa inh,FXIIa inh
O=c1[nH]c2ccccc2n1CCCN1CCC(n2c(=O)[nH]c3cc(Cl)ccc32)CC1,0.7,4.8
O=C(c1cnn2c(C(F)(F)F)cc(-c3ccccc3)nc12)N1CCC2(CC1)OCCO2,12.0,4.5
CC(=O)OC1(c2ccc(C)cc2)CN2CCC1c1ccccc12 (stereo unspecified),1.9,7.0
COC(=O)c1c(C)n(Cc2ccco2)c2ccc(O)cc12,-3.2,-3.5
CCN(CC)CCCN=C(C)c1c(O)n(C2CCCCC2)c(=O)[nH]c1=O,-6.3,2.7
CC(NC1CCCCC1)C(O)C12CC3CC(CC(C3)C1)C2 (stereo unspecified),7.8,5.0
Cc1ccc2c(c1)C1CN(C)CCC1N2C(=O)Nc1cccc(C(F)(F)F)c1 (stereo unspecified),0.4,13.5
CN1CCC(N(C)Cc2cccnc2)CC1,0.2,-5.8
COc1ccc(CN2CCN(c3ccccc3F)CC2)cc1O,8.2,7.8
NCC(CC(=O)O)C1CCCCC1 (stereo unspecified),-2.7,0.2
O=c1[nH]c(=O)n(CCC2=CCCCC2)c(O)c1C=NCCCn1ccnc1,1.9,-1.3
CC(=O)OC1N=C(c2ccccc2)c2cc(Br)ccc2NC1=O (stereo unspecified),-9.7,3.8

Following part.
Structure,FXIa inh,FXIIa inh
CC(C)CCC1(CCc2ccncc2)C(=O)NC(=O)NC1=O,-3.5,-12.5
COCCOC(=O)c1c(C)n(C)c2ccc(OC(=O)N(C)C)cc12,11.3,4.9
O=C(c1cccn2c(=O)c3ccccc3nc12)N1CCC2(CC1)OCCO2,3.9,-0.8
CC(=O)c1ccccc1NC(=O)C1C2CCC(O2)C1C(=O)O (stereo unspecified),-3.3,1.3
C[C@H]1CCCC(=O)CCCCCc2cc(O)cc(O)c2C(=O)O1,8.0,1.7
CCOc1ccc(C2C(C#N)=C(N)Oc3c2c(=O)oc2ccccc32)cc1 (stereo unspecified),9.8,4.2
O=C(C1CCN(S(=O)(=O)c2ccccc2)CC1)N1CCC2(CC1)OCCO2,-6.4,6.5
Nc1c(C(=O)NCCc2ccccc2)c2nc3ccccc3nc2n1CCN1CCOCC1,3.6,-77.4
O=C(c1ccccc1F)c1cn(CC(=O)N2CCCC2)c2ccccc12,-9.3,8.6
O=CC(Cl)P(=O)(N1CCCCC1)N1CCCCC1 (stereo unspecified),1.3,11.0
CC[N+]1(C)CCCC(OC(=O)C(O)(c2ccccc2)c2ccccc2)C1 (stereo unspecified),-7.0,-9.9
CCC1CN(C)CCC1(OC(C)=O)c1ccccc1 (stereo unspecified),-1.4,4.4

The list continues:
Structure,FXIa inh,FXIIa inh
CN1CCN(CCC(=O)OC2CC3CCC(C2)N3C)CC1 (stereo unspecified),21.4,7.6
C=CCN(c1ccc(C(=O)N(CC)CC)cc1)S(C)(=O)=O,4.0,-21.6
CCN1CCC2(CC1)NC(CO)(CO)CO2,-2.4,0.9
COc1ccc2c(c1OC)C(=O)OC2c1c(O)n(Cc2ccc(F)cc2)c(=O)[nH]c1=O (stereo unspecified),-0.7,8.0
CCC(=NCCO)c1c(O)n(-c2ccc(Cl)cc2)c(=O)[nH]c1=O,0.3,2.2
Cc1ccc(N(C)C(=O)Oc2cccc3ccc(C)nc23)cc1,0.1,3.7
ON1C2CCCCC2N(O)C1c1ccccc1F (stereo unspecified),3.2,10.9
CCN(CC)CCN=C(C)c1c(O)n(-c2ccccc2OC)c(=O)[nH]c1=O,3.6,3.8
CC(=NCCN1CCCCC1)c1c(O)n(-c2ccc(Cl)cc2)c(=O)[nH]c1=O,-1.9,3.7
COc1ccc(CCn2c(O)c(C=NCc3ccc4c(c3)OCO4)c(=O)[nH]c2=O)cc1OC,8.6,2.6
Cc1nn(C2CCOC(C)(C)C2)c2c1C(c1ccc(OC(C)C)cc1)SCC(=O)N2 (stereo unspecified),-4.9,5.7
CCN1CCN(Cc2cc(Br)ccc2O)CC1,2.1,2.9

Next part, overlapping the part above by two compounds.
Structure,FXIa inh,FXIIa inh
Cc1nn(C2CCOC(C)(C)C2)c2c1C(c1ccc(OC(C)C)cc1)SCC(=O)N2 (stereo unspecified),-4.9,5.7
CCN1CCN(Cc2cc(Br)ccc2O)CC1,2.1,2.9
CC(=NCc1ccco1)c1c(O)n(-c2ccccc2)c(=O)[nH]c1=O,5.8,6.2
Clc1ccc(CSC(Cn2ccnc2)c2ccc(Cl)cc2Cl)cc1 (stereo unspecified),0.9,1.5
CC(=O)OC1(Cc2ccccc2)CN2CCC1c1ccccc12 (stereo unspecified),1.9,2.4
Fc1ccc2c(c1)nnn2C1CCN(Cc2ccccc2)CC1,2.2,-7.5
O=C(c1cccc(N2CCCC2=O)c1)N1CCC2(CC1)OCCO2,4.9,3.8
COc1ccc(N2C(=O)CC(N3CCC(n4c(=O)[nH]c5ccccc54)CC3)C2=O)cc1 (stereo unspecified),-2.3,-2.2
Clc1ccc(COC(Cn2ccnc2)c2ccc(Cl)cc2Cl)c(Cl)c1 (stereo unspecified),5.1,5.3
CC(CCc1ccccc1)NC(C)C(O)c1ccc(O)cc1 (stereo unspecified),-14.2,-10.9
CC(c1ccccc1)n1cncc1C(=O)O (stereo unspecified),3.8,4.9
COc1ccccc1N1C(=O)NC(=O)C(CCc2ccncc2)(CCc2ccncc2)C1=O,16.6,-13.5
CCCCn1c(O)c(C(C)=NCc2cc(OC)cc(OC)c2)c(=O)[nH]c1=O,9.9,2.3
CCC(CC)C(=O)NC1CCSC1=O (stereo unspecified),2.8,6.1

Next part.
Structure,FXIa inh,FXIIa inh
COc1cc2[nH]c(=O)n(-c3ccccc3)c(=O)c2cc1OC,-3.2,6.1
CC(C)CCC1(CN2CCCC2=O)C(=O)NC(=O)NC1=O,6.4,6.9
O=c1c2cc(Cl)cc(Cl)c2nc(CN2CCOCC2)n1-c1ccccc1F,1.6,3.4
O=C1c2ccccc2C(=O)N1Cc1nc2ccccc2c(=O)n1-c1ccccn1,-4.3,0.5
CCOc1cccc(OCC)c2c(C)[n+](CC3CCCO3)c(C)c1-2 (stereo unspecified),-7.3,0.4
CN(C)C(=O)Oc1ccc2ccccc2c1Cl,26.7,-13.7
CCN(CC)CC(=O)Nc1ccc(Cl)cc1C(=O)c1ccccc1,7.0,4.1
CNCC(O)c1ccc(O)cc1 (stereo unspecified),5.6,2.7
CN(C)CCN=Cc1c(O)n(Cc2ccco2)c(=O)[nH]c1=O,-2.5,7.2
CCNc1ccc(P(=S)(N(C)C)N(C)C)cc1,-0.9,6.3
C[C@H]1OC[C@@H](C[N+](C)(C)C)O1,0.6,5.3
FC(F)(F)c1ccc2c(c1)NP(=S)(N1CCOCC1)c1nccn1-2 (stereo unspecified),1.7,5.5

(more compounds)
Structure,FXIa inh,FXIIa inh
CCOC(=O)c1cc(C)n(CCc2cnc[nH]2)c1C,-4.3,4.0
O=C(Cn1c2c(c(-c3ccccc3Cl)cc1=O)CCC2)N1CCC2(CC1)OCCO2,-3.0,6.5
CCC(=NCc1ccco1)c1c(O)[nH]c(=O)[nH]c1=O,-4.2,2.3
CCc1ccc(C(=O)C23CN4CN(CN(C4)C2)C3)cc1,3.2,7.7
Cn1c(O)c(C(=O)c2ccccc2)c(=O)n(C)c1=O,-2.7,5.5
Cc1cccc(C)c1NC(=O)CN(C)CC(=O)Nc1ccc(C#N)c(Cl)c1,-9.7,2.0
CN1CCN(c2ccc(N)cc2)CC1,-2.3,2.7
Clc1ccc(N2CCN(Cc3ccccc3Cl)CC2)cc1,-6.7,0.7
CSc1ccc(C(=O)C(C)(C)N2CCOCC2)cc1,1.9,5.1
CC(C)NS(=O)(=O)c1ccc(OCC(=O)N2CCN(Cc3ccccc3)CC2)c(Cl)c1,1.5,6.9
O=c1c2ccccc2nc(CN2CCOCC2)n1-c1ccccc1F,1.3,-12.0
C=CCn1c(O)c(C(CC)=NCCc2ccccc2)c(=O)[nH]c1=O,3.9,0.7

(listing goes on)
Structure,FXIa inh,FXIIa inh
O=c1[nH]c(=O)n(Cc2ccco2)c(O)c1C=NCc1cccs1,3.0,3.8
CCCCn1c(C)c(C(=O)OCC)c2c(CN3CCOCC3)c(O)ccc21,4.7,3.9
CC1(C)NCCN2C(=O)CSC21 (stereo unspecified),-13.7,-15.2
CCCCCn1c(N)c(C(=O)NCc2cccs2)c2nc3ccccc3nc21,-5.2,-15.7
CCCCC/C(=N\O)c1c[nH]c2ccccc12,2.7,2.6
CCCNC(=O)c1c(N)n(Cc2ccco2)c2nc3ccccc3nc12,-3.3,-31.6
O=C(c1cccs1)c1cn(Cc2ccccc2Cl)c2ccccc12,-7.2,3.8
CC12CN3CCN(C1)CC(C)(C3)C2=NO,13.1,7.3
COc1cc(/C=C2\C(=O)NC(=O)N(c3ccccc3)C2=O)cc(OC)c1OC,-1.9,-2.7
CN1CSC(=S)N(C)C1,-0.1,1.1
CC1CCC(NCC(O)c2ccccc2)CC1 (stereo unspecified),-5.9,6.1
O=C1C2(c3ccccc3)CN3CN(C2)CC1(c1ccccc1)C3,4.3,2.2

Continued:
Structure,FXIa inh,FXIIa inh
O=C(NC1(C(F)(F)F)Oc2ccc(Cl)cc2O1)N1CCC2(CC1)OCCO2 (stereo unspecified),0.0,2.4
CCOP(=S)(OCC)SCC(=O)NC(C)(CC)C(=O)O (stereo unspecified),7.6,4.6
CCCC(=O)Nc1cc(C(=O)N2CCC3(CC2)OCCO3)ccc1S(=O)(=O)c1ccc(C)cc1,-2.1,3.1
C[N+]1(C)CCc2cc3c(cc2[C@H]1[C@@H]1OC(=O)c2c1ccc1c2OCO1)OCO3,7.5,7.5
CCOP(=O)(OCC)C(NC(=O)C(Cl)Cl)C(Cl)(Cl)Cl (stereo unspecified),-10.1,-3.7
O=C(C1CC(c2ccc(F)cc2)=NO1)N1CCC2(CC1)OCCO2 (stereo unspecified),-5.2,7.8
COc1ccccc1N1CCN(Cc2c(F)cccc2Cl)CC1,-3.8,2.8
Fc1cccc(F)c1CN1CCN(Cc2c(F)cccc2F)CC1,-6.2,3.5
C=CCn1c(O)c(C=NCCCOc2ccc(CC)cc2)c(=O)[nH]c1=S,2.5,-13.8
CC1CCCN(CC(=O)N2CCCc3ccccc32)C1 (stereo unspecified),-3.8,3.7
CN1C(=O)CN=C(c2ccc(Cl)cc2)c2cc(Cl)ccc21,-14.1,-12.4
Cc1cc(OCc2cc(C(=O)O)oc2C)c2c3c(c(=O)oc2c1)CCCC3,-1.2,15.7

(next part)
Structure,FXIa inh,FXIIa inh
C=CCn1c(O)c(C(=O)CCCCCC)c(=O)[nH]c1=O,6.4,2.0
CC(=O)[C@@]1(O)CC[C@H]2[C@@H]3CC=C4C[C@@H](O)CC[C@]4(C)[C@H]3CC[C@@]21C,-13.7,-10.2
CN(C)C(=O)Oc1c(Cl)cc(Cl)c2ccccc12,1.2,-5.0
CC(NC(=O)Oc1ccccc1)C(c1cccs1)N1CCOCC1 (stereo unspecified),0.1,1.7
O=C1NC(=S)NC(=O)C1C/C=C/c1ccccc1,5.8,10.6
CCc1cc2c(N3CCN(C)CC3)ncnc2s1,0.7,5.7
CCOC(=O)c1ccc(N2C(=O)CC(N3CCC(C#N)(c4ccccc4)CC3)C2=O)cc1 (stereo unspecified),4.4,3.9
CN(C)P(=O)(C(Cl)=C(N1CCCCC1)N1CCCCC1)N(C)C,1.6,-10.4
Nc1ccc(S(=O)(=O)N2CC3CC(C2)c2cccc(=O)n2C3)cc1 (stereo unspecified),4.9,3.1
CCOC(=O)C(C)Oc1cc(C)cc2oc(=O)c3c(c12)CCCC3 (stereo unspecified),-1.0,5.0
CN1/C(=C\C=C\C2=[N+](C)c3ccc4ccccc4c3C2(C)C)C(C)(C)c2ccccc21,-1.9,2.8
c1ccc2c(c1)CNc1ccccc1O2,0.4,-9.2

(listing goes on)
Structure,FXIa inh,FXIIa inh
CCC12CN3CC(CC)(CN(C1)C3c1cccnc1)C2=O (stereo unspecified),-4.3,6.0
CCCCOCCCn1c(N)c(C(=O)OC(C)COC)c2nc3ccccc3nc21 (stereo unspecified),-9.3,-20.1
CC(C)C12CN3CCN(CC(C3)/C1=N\O)C2,-5.3,4.3
C#CCOCOCC#CCN(CC)CC,8.9,5.2
CCC(=NCCCn1ccnc1)c1c(O)n(Cc2ccccc2)c(=O)[nH]c1=O,-6.2,6.6
COc1ccc(C(=O)N2CCCC2=O)cc1,0.4,1.7
Cc1cc(NC(=O)COC(=O)c2c(C)nn(Cc3ccccc3)c2C)no1,-8.4,6.6
N#Cc1cc2c(nc1SCC(=O)Nc1cc(Cl)cc(Cl)c1)C1CCN2CC1,21.9,-17.9
CN1CCN(c2c(N)c(=O)oc3ccccc23)CC1,13.1,-10.6
CC(=NCCN1CCOCC1)c1c(O)n(Cc2ccccc2)c(=O)[nH]c1=O,4.4,-1.1
Nc1c(C(=O)NCc2ccco2)c2nc3ccccc3nc2n1CCN1CCOCC1,-3.6,-8.3
CN1CCN(C(=O)COc2ccc(S(=O)(=O)NCc3ccccc3)cc2Cl)CC1,-4.9,5.1
O=C(CN1C(=O)CN=C(c2ccccc2)c2ccccc21)NCc1ccco1,5.7,-12.5
CCCCn1c(O)c(C(C)=NCCCN(CC)CC)c(=O)[nH]c1=O,1.2,4.8
Cc1ccc(-c2cc(C(F)F)n3ncc(C(=O)N4CCC5(CC4)OCCO5)c3n2)cc1,-7.0,1.5

Among those listed so far, these have an aryl thioether with sulfur outside any ring.
Structure,FXIa inh,FXIIa inh
CSc1ccc(C(=O)C(C)(C)N2CCOCC2)cc1,1.9,5.1
N#Cc1cc2c(nc1SCC(=O)Nc1cc(Cl)cc(Cl)c1)C1CCN2CC1,21.9,-17.9
